From PubChem BioAssay
AGP1 TOR yeast – modulators of AGP1-GFP expression in yeast TOR pathway, primary screen, cell-based, multiplex flow cytometry, S. cerevisiae, MLPCN library. 3 h; GFP as percent of DMSO wells. GFP response vs DMSO, % at 10 µM. hit rate 0.02% among 320,000. AID 2066, 2009;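 active = GFP response relative to DMSO above a set limit, near screen average plus 3 SD, cut at about 150% in these data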;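 also: median GFP channel fluorescence of the gated AGP1 strain per well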
Efflux pump inh – inhibitors of Candida efflux pumps in yeast, primary screen, S. cerevisiae, Nile Red, multiplex; hit rate 0.44% among 330,000; AID 485275, 2010; S. cerevisiae Candida pump triplex; inhibition, % at 10 µM;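 active = plate passing quality check with inhibition over a set limit, or well fluorescence over plate mean plus 4 SD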;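 also: Nile Red retained in pooled yeast measured as flow cytometry median fluorescence; 0% = buffer negative control and 100% = Enniatin B positive control; higher means more Nile Red kept so more efflux inhibition; some compounds called inactive have numbers as strong as hits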
CIT2 TOR yeast – modulators of CIT2-GFP expression in yeast, primary screen, S. cerevisiae, GFP fusion, multiplex flow cytometry, MLPCN library; hit rate 0.065% among 320,000; AID 2029, 2009; GFP response vs DMSO, % at 10 µM; S. cerevisiae CIT2-GFP strain, 3 h; 100 means same as DMSO wells;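 active = GFP response relative to DMSO above a set limit, near the screen mean plus 3 SD, cut at about 150% in these data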;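 also: ratio of well median GFP fluorescence to mean of DMSO wells on the plate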
Yeast superoxide – reduction of superoxide in aged yeast, primary screen, HTS. S. cerevisiae aged cells, superoxide DHE fluorescence; stronger effect = lower value. superoxide response (% of plate mean), % at 10 µM. hit rate 0.18% among 330,000;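 active = superoxide response under a set limit, about three screen SD below normal, cut at about 65% in these data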;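 also: yeast aged for seven days with compound at 30 °C before DHE staining; 100% = average MFI of all compound-treated wells on the plate with controls excluded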
RPL19A TOR yeast – RPL19A-GFP expression modulators in yeast, primary screen, cell-based, S. cerevisiae, multiplex flow cytometry, MLPCN | percent response vs DMSO, % at 10 µM | S. cerevisiae RPL19A-GFP strain, 3 h; stronger effect = lower value | hit rate 0.3% among 330,000;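 active = percent response vs DMSO below 50%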;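 also: median channel GFP fluorescence of the barcoded RPL19A-GFP strain; ratio of sample median GFP to plate DMSO average so 100% = DMSO; lower means less RPL19A-GFP as with rapamycin TOR inhibition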
AHR act – AHR activators, primary screen, cell-based, luminescence, luciferase reporter, human | AHR-responsive luciferase reporter cells | activation, % at 5 µM | hit rate 2.5% among 320,000 | AID 2796, 2010; in the data active = activation above about 47%;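 also: 0% = vehicle wells and 100% = reference agonist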
Target sequence (P35869 whole entry, looked up): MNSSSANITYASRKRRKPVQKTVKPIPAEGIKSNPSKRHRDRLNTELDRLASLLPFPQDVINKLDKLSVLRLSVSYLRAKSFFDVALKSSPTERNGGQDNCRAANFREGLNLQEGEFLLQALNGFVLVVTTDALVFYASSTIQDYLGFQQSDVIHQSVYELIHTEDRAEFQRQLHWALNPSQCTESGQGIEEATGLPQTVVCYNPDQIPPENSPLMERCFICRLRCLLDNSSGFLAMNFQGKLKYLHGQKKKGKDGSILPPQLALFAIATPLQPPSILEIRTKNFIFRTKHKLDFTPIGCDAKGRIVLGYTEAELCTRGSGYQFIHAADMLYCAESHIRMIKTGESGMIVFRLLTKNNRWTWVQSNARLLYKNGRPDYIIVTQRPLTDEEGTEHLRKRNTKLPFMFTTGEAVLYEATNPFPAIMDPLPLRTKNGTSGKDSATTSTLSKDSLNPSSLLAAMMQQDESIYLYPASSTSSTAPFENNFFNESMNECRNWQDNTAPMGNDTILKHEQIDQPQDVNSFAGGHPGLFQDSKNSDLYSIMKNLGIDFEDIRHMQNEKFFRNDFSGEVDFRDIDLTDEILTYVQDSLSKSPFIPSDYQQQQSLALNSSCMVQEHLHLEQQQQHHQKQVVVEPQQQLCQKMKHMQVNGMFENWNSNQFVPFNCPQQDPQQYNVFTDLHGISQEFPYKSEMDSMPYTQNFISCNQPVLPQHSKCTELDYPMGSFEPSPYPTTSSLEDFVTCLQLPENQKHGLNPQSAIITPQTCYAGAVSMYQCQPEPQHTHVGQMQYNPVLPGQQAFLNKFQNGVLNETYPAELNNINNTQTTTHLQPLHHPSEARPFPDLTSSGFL
MEP2 TOR yeast – modulators of MEP2-GFP levels in yeast, primary screen, S. cerevisiae, multiplex flow cytometry, MLPCN library. S. cerevisiae MEP2-GFP strain, 3 h; 100% = DMSO control level. AID 2016, 2009. hit rate 0.51% among 330,000. GFP response vs DMSO, % at 10 µM;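 active = GFP response versus DMSO above a set limit, roughly screen mean plus 3 SD, cut at about 180% in these data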;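 also: median GFP fluorescence of the barcode-gated MEP2-GFP cells per well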
LAP4 TOR yeast – modulators of LAP4-GFP expression in yeast, primary screen, S. cerevisiae, multiplex flow cytometry, MLPCN library. hit rate 0.34% among 320,000. AID 2023, 2009. GFP response vs DMSO, % at 10 µM. 3 h; median GFP as percent of DMSO wells;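 active = GFP response vs DMSO above a set limit, about the screen mean plus 3 SD, cut at about 150% in these data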
Starred values were filed as active, the others as inactive; x = not tested or not shown.

cpd	canonical_smiles	AGP1 TOR yeast	Efflux pump inh	CIT2 TOR yeast	Yeast superoxide
1	O=S(=O)(N/N=C/c1ccc2c(c1)OCCO2)c1ccccc1	104.5	-0.1	92.5	112.7
2	CCOC(=O)c1cc(C#N)c(Nc2ccc(C)cc2)nc1C(F)(F)F	103.6	-0.1	97.4	113.6
3	Cc1ccc2nc(C)c(C(=O)N/N=C/c3ccc(C(=O)O)cc3)cc2c1	100.0	-0.1	100.2	87.5
4	C=CCSc1ccc(S(=O)(=O)N2CCN(C)CC2)cn1	100.5	0.0	101.5	103.5
5	Cn1cnnc1SCC(=O)Nc1ccc(Cl)cc1	112.9	-0.1	119.2	98.5
6	COc1ccc(-n2nc(C(=O)NCC(=O)Nc3cc(OC)ccc3OC)c3ccccc3c2=O)cc1	96.2	-0.3	92.9	99.4
7	CCOC(=O)NC(=O)c1cn(CCN(C)C)c(=O)[nH]c1=O	95.1	0.0	94.9	94.2
8	Cc1cc(C(=O)COC(=O)c2ccncc2)c(C)n1CCc1ccc(F)cc1	97.6	0.0	102.6	91.0
9	O=C(NNC(=O)c1ccco1)c1ccc(NS(=O)(=O)c2cccs2)cc1	115.5	0.0	103.9	89.3
10	COc1ccc(NC(=O)c2ccc(COCC(F)(F)C(F)F)cc2)cc1	93.4	0.3	86.9	94.7
11	S=c1[nH]nc(-c2ccccc2Cl)n1/N=C/C=C/c1ccco1	104.1	-0.1	96.6	91.0
12	CC(=O)Nc1ccc2ccccc2c1	97.9	0.0	98.3	98.9

cpd	RPL19A TOR yeast	AHR act	MEP2 TOR yeast	LAP4 TOR yeast
1	102.4	2.4	102.3	99.6
2	92.2	-2.0	86.2	102.4
3	98.4	2.8	97.5	100.1
4	100.4	-2.1	105.1	98.0
5	106.3	11.6	102.8	90.9
6	92.6	2.8	83.2	98.6
7	101.1	1.2	106.7	92.9
8	107.5	2.9	104.8	92.0
9	107.4	0.4	104.4	113.7
10	101.8	-2.3	101.7	104.0
11	98.0	-1.5	104.5	106.5
12	99.5	2.7	99.8	107.5

Next structures follow:
cpd	canonical_smiles	AGP1 TOR yeast	Efflux pump inh	CIT2 TOR yeast	Yeast superoxide
13	Cc1nc(SCc2ccc(Cl)cc2)ncc1C(=O)O	102.0	-0.1	94.5	70.3
14	O=C(CSc1ncn[nH]1)NCc1ccc2c(c1)OCO2	98.4	0.0	101.3	86.5
15	CC(C)OC(=O)c1cccc2c1C(=O)c1ccccc1-2	90.5	0.1	88.9	110.0
16	Cc1cccc(C)c1NC(=O)C1C2C=CC(C2)C1C(=O)O (stereo not drawn)	102.9	-0.1	101.2	90.8
17	CCN(CC)c1ccc(/C=N/NC(=O)c2cnccn2)c(O)c1	99.9	0.3	93.7	114.0
18	CC1CCN(C(=O)c2ccc(CSc3ccc(Cl)cc3)cc2)CC1	98.2	0.0	101.4	107.7
19	Cc1cccc(C(=O)NC(NCCc2ccccc2)C(Cl)(Cl)Cl)c1 (stereo not drawn)	102.7	-0.1	102.5	89.0
20	O=C(NC1CC1)C1=COCCO1	88.7	0.0	87.0	106.1
21	Cc1cc(C)n2nc(-c3ccc(Br)cc3)cc2n1	100.8	0.1	103.2	99.4
22	Cc1cc(/C=N\NC(=O)c2cccs2)c(C)n1-c1ccc2ncccc2c1	99.9	0.0	93.9	111.8
23	Cc1ccc(NC(=O)NC2CCCCCCC2)c(C)c1	92.6	0.0	93.1	91.6
24	CCOC(=O)c1c(Nc2ccccc2N)cc(C)nc1C	97.8	-0.8	99.2	97.6

cpd	RPL19A TOR yeast	AHR act	MEP2 TOR yeast	LAP4 TOR yeast
13	100.8	-1.5	100.0	102.2
14	108.8	1.6	105.8	106.1
15	99.0	4.4	101.6	104.5
16	100.2	0.4	117.3	104.5
17	99.8	22.4	95.2	104.2
18	105.2	-0.4	99.1	91.9
19	101.4	1.0	97.9	98.2
20	85.8	-0.1	92.4	89.3
21	109.0	134.2*	111.9	107.3
22	97.1	10.9	108.2	121.6
23	105.0	x	100.0	70.2
24	x	-2.9	95.3	93.5

(further entries)
cpd	canonical_smiles	AGP1 TOR yeast	Efflux pump inh	CIT2 TOR yeast	Yeast superoxide
25	CCOc1ccccc1-n1nnnc1SCC(=O)OC	93.5	0.2	93.8	118.4
26	COc1ccc(-c2cc(C(=O)Nc3c(F)cc(F)cc3Br)no2)cc1	96.2	-0.1	97.5	112.8
27	CCc1noc(C)c1C(=O)Nc1nc(-c2ccccc2)cs1	85.8	0.1	69.5	98.8
28	Cc1cc2ncc(-c3ccc(Cl)cc3)c(N)n2n1	98.5	-0.3	93.6	93.7
29	CCOC(=O)c1ccc(NC(=O)[C@@H](NC(N)=O)C(C)C)cc1	102.7	-0.1	101.3	94.2
30	CCc1nnc(NC(=O)CCC(=O)NCCc2ccccc2)s1	97.8	-0.1	100.9	90.3
31	N#Cc1ccc(C(=O)NCCCSc2ccccc2)cc1	86.2	-0.1	83.1	107.1
32	Cc1nc(NCCc2ccccc2)sc1C(=O)O	102.6	0.0	111.5	95.4
33	Cc1ccc(C(C(=O)NC2CCCC2)N(Cc2ccc3c(c2)OCO3)C(=O)Cc2cccs2)cc1 (stereo not drawn)	105.0	-0.1	104.5	96.0
34	CCOC(=O)CSc1nnc(NC(=O)CN2CCN(C=O)CC2)s1	101.6	-0.2	106.0	108.8
35	Cc1ccc(N2CCN(S(=O)(=O)c3ccc4oc(=O)ccc4c3)CC2)c(C)c1	96.2	0.3	98.5	99.5
36	Cc1cnn(-c2nc(-c3cccs3)cc(C(F)(F)F)n2)c1	92.5	0.7	111.0	101.3

cpd	RPL19A TOR yeast	AHR act	MEP2 TOR yeast	LAP4 TOR yeast
25	103.0	4.7	98.1	92.0
26	106.5	3.2	109.0	98.4
27	85.1	55.4*	86.8	115.1
28	99.7	1.5	98.9	104.4
29	97.0	-0.1	101.2	95.8
30	97.4	-2.9	94.4	95.0
31	90.9	-1.2	88.5	95.8
32	103.0	-5.0	102.9	97.4
33	96.0	-2.2	99.1	99.1
34	106.3	0.9	102.1	91.6
35	97.7	-0.1	90.8	94.5
36	99.9	5.0	104.2	106.1

Compound profiles, from the list above.
Entry for Cc1ccc(N2CCN(S(=O)(=O)c3ccc4oc(=O)ccc4c3)CC2)c(C)c1 → AGP1 TOR yeast: 96.2; Efflux pump inh: 0.3; CIT2 TOR yeast: 98.5; Yeast superoxide: 99.5; RPL19A TOR yeast: 97.7; AHR act: -0.1; MEP2 TOR yeast: 90.8; LAP4 TOR yeast: 94.5
Entry for Cc1nc(NCCc2ccccc2)sc1C(=O)O → AGP1 TOR yeast: 102.6; Efflux pump inh: 0.0; CIT2 TOR yeast: 111.5; Yeast superoxide: 95.4; RPL19A TOR yeast: 103.0; AHR act: -5.0; MEP2 TOR yeast: 102.9; LAP4 TOR yeast: 97.4

Additional results:
cpd	canonical_smiles	AGP1 TOR yeast	Efflux pump inh	CIT2 TOR yeast	Yeast superoxide
37	CCOc1ccc2nc(SCC(=O)NCc3ccc(S(N)(=O)=O)cc3)sc2c1	97.4	0.0	98.6	99.5
38	O=C1CSC(=Nc2ccccc2Cl)N1	112.3	-0.2	106.6	94.8
39	CCN(CC(=O)Nc1ccccc1OC)C(=O)CC1CCCC1	108.5	0.2	93.3	85.5
40	COc1ccccc1NC(=S)NCc1ccc(F)cc1	94.1	-0.1	96.2	90.5
41	CCn1cnc2cc([N+](=O)[O-])ccc21	98.1	-0.1	99.6	94.6
42	CCOC(=O)c1[nH]cnc1C(=O)N1CCN(C(=O)OC(C)(C)C)CC1	100.4	0.1	95.5	101.8
43	Cc1ccccc1-c1nc2ccccc2c(=O)n1/N=C/c1ccc([N+](=O)[O-])cc1	101.5	0.0	90.5	97.6
44	CN(C(=O)c1ccc2c(c1)OCCO2)c1c(N)n(Cc2ccccc2)c(=O)[nH]c1=O	92.5	0.1	73.6	100.7
45	O=S(=O)(Nc1ccc(O)c2ccccc12)c1cccs1	103.7	0.0	105.4	126.1
46	CCCc1nc2ccccc2c(C(=O)OCC(=O)Nc2c(C)n(C)n(-c3ccccc3)c2=O)c1CC	98.3	0.7	94.6	112.9
47	CC1(C)CC(=O)c2cnn(-c3nc4ccccc4[nH]3)c2C1	109.9	-0.2	108.0	95.9
48	CCc1nn(CC(=O)NCCCN(C)Cc2ccccc2)c(=O)c2cc3sc(C)cc3n12	92.6	0.3	91.9	71.5

cpd	RPL19A TOR yeast	AHR act	MEP2 TOR yeast	LAP4 TOR yeast
37	100.2	5.3	105.9	97.0
38	116.5	1.4	112.0	100.5
39	98.0	1.4	100.2	108.5
40	102.9	1.8	103.3	94.0
41	97.0	1.0	99.0	99.1
42	95.7	-1.2	93.8	99.7
43	97.2	-0.3	103.1	93.5
44	84.1	-0.2	96.4	96.9
45	104.6	46.9	108.6	99.2
46	102.7	6.9	99.4	98.9
47	98.7	2.5	111.1	95.4
48	98.1	5.7	97.5	88.0

Already shown: 8 of the compounds above.
cpd	canonical_smiles	AGP1 TOR yeast	Efflux pump inh	CIT2 TOR yeast	Yeast superoxide
38	O=C1CSC(=Nc2ccccc2Cl)N1	112.3	-0.2	106.6	94.8
39	CCN(CC(=O)Nc1ccccc1OC)C(=O)CC1CCCC1	108.5	0.2	93.3	85.5
40	COc1ccccc1NC(=S)NCc1ccc(F)cc1	94.1	-0.1	96.2	90.5
41	CCn1cnc2cc([N+](=O)[O-])ccc21	98.1	-0.1	99.6	94.6
42	CCOC(=O)c1[nH]cnc1C(=O)N1CCN(C(=O)OC(C)(C)C)CC1	100.4	0.1	95.5	101.8
43	Cc1ccccc1-c1nc2ccccc2c(=O)n1/N=C/c1ccc([N+](=O)[O-])cc1	101.5	0.0	90.5	97.6
44	CN(C(=O)c1ccc2c(c1)OCCO2)c1c(N)n(Cc2ccccc2)c(=O)[nH]c1=O	92.5	0.1	73.6	100.7
45	O=S(=O)(Nc1ccc(O)c2ccccc12)c1cccs1	103.7	0.0	105.4	126.1

cpd	RPL19A TOR yeast	AHR act	MEP2 TOR yeast	LAP4 TOR yeast
38	116.5	1.4	112.0	100.5
39	98.0	1.4	100.2	108.5
40	102.9	1.8	103.3	94.0
41	97.0	1.0	99.0	99.1
42	95.7	-1.2	93.8	99.7
43	97.2	-0.3	103.1	93.5
44	84.1	-0.2	96.4	96.9
45	104.6	46.9	108.6	99.2

The list goes on.
cpd	canonical_smiles	AGP1 TOR yeast	Efflux pump inh	CIT2 TOR yeast	Yeast superoxide
49	COC(=O)c1ccccc1NC(=O)C1CCN(C(=O)N2CCOc3ccccc32)CC1	99.3	0.1	102.4	97.9
50	COc1ccc(C(=O)OCC(=O)NC2CCCCCCC2)cc1OC	80.0	-0.2	89.5	84.2
51	N=c1n(CCO)c2ccccc2n1CCOc1ccccc1	113.1	-0.1	100.6	95.9
52	CSCCC(NS(=O)(=O)c1ccc2[nH]c(=O)c(=O)[nH]c2c1)C(=O)O (stereo not drawn)	115.6	0.4	116.8	107.1
53	CCN(CC)CC#CC(OC)(c1ccccc1)c1ccccc1	97.7	-0.1	79.6	100.3
54	COC(=O)N/N=C(\C)c1ccco1	102.3	-0.1	100.1	93.4
55	CCCC(=O)Nc1cc2c(cc1C(=O)c1ccccc1)OCCO2	93.7	0.0	97.8	95.9
56	COc1ccc(CNc2ccc(S(N)(=O)=O)cc2)cc1	100.1	0.1	109.1	90.4

cpd	RPL19A TOR yeast	AHR act	MEP2 TOR yeast	LAP4 TOR yeast
49	96.8	24.5	103.1	110.8
50	99.1	0.8	95.8	78.5
51	105.0	2.7	109.3	99.4
52	101.2	1.3	110.6	107.5
53	96.1	-2.4	106.4	112.0
54	104.9	1.0	104.2	101.3
55	104.4	9.1	101.7	94.8
56	105.6	2.5	89.2	97.4

Not a hit list, and some 3.9% of all compounds hit somewhere here.
